procasp7 counter: procaspase-7 activators, primary screen, counter-screen for procaspase-3 activator project, biochemical, absorbance, HTS, human | 0.093% of 330,000 active | recombinant procaspase-7, Ac-DEVD-pNA absorbance 405 nm; D23A/D198A/D206A triple mutant, cannot self-cleave; scale: DMSO 0, 5 µM enzyme 100 | activation, % at 8.5 µM;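 active means percent activation above the screen-wide mean plus 3 SD, cut at about 25% in these data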
Target sequence (P55210 whole entry D23A/D198A/D206A): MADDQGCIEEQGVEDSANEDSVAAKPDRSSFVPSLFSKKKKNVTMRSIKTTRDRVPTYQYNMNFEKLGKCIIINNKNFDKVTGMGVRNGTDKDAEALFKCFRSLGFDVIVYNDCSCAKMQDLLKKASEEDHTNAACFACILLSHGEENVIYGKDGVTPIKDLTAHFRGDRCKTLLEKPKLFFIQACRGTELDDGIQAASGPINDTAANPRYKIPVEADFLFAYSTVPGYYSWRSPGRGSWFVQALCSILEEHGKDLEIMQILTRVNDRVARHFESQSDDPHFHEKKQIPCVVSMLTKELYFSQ
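System: Uncleavable procaspase-7 mutant enzyme; Amount: 2 µM procaspase-7 mutant as dispensed; Schedule: 1 h compound preincubation, 2 h substrate cleavage, 25 °C; Measured by: 405 nm absorbance of p-nitroaniline; Evaluation: percent activation from buffer-corrected 0–120 min absorbance change; Control set: low DMSO alone, high DMSO plus 5 µM PC-7.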
proCasp3 act: activators of human procaspase-3 D3A mutant, primary screen, biochemical, absorbance, PC-3 D3A mutant, single concentration. Caspase-3 (Homo sapiens), P42574. recombinant procaspase-3 D3A, Ac-DEVD-pNA absorbance 405 nm. activation, % at 8.5 µM. 0.11% of 330,000 active;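 active means activation above the mean of all tested compounds plus 3 SD, cut at about 21% in these data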;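 further: 0% = DMSO alone and 100% = DMSO wells spiked with extra 5 µM PC-3 D3A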
Target sequence (P42574 whole entry D9A/D28A/D175A): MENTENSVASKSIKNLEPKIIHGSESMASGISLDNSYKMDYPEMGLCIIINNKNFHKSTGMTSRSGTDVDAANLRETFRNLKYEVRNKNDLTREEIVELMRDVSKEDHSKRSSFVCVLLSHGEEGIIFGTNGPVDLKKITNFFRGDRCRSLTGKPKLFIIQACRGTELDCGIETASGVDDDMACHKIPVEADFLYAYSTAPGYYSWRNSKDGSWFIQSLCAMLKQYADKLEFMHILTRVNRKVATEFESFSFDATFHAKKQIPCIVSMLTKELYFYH
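Test system: Procaspase-3 D3A mutant, all three cleavage aspartates alanine | Dosing: Single dose, 8.5 µM nominal compound, 0.8% DMSO | Schedule: 1 h preincubation, 2 h reaction | Technique: 405 nm absorbance of p-nitroaniline, reads at 0 and 120 min | Repeats: One well per compound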
GASC-1 inh: inhibitors of GASC-1 histone demethylase, primary screen, biochemical, fluorescence, DELFIA europium; Lysine-specific demethylase 4C (Homo sapiens), Q9H3R0; GST-JMJD2C(1-420) H3K9me3 demethylation; inhibition, % at 2.35 µM; 0.069% of 330,000 active; AID 2099, 2009;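 active means more than half of a compound's replicate wells show inhibition beyond 50%, single wells judged on their own value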;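 further: signal counts dimethyl H3K9 product captured on neutravidin plate; 0% = median of DMSO wells and 100% = 0.3 times that DMSO median; strong numbers were not always called active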
Target sequence (Q9H3R0 1-420 limits assumed): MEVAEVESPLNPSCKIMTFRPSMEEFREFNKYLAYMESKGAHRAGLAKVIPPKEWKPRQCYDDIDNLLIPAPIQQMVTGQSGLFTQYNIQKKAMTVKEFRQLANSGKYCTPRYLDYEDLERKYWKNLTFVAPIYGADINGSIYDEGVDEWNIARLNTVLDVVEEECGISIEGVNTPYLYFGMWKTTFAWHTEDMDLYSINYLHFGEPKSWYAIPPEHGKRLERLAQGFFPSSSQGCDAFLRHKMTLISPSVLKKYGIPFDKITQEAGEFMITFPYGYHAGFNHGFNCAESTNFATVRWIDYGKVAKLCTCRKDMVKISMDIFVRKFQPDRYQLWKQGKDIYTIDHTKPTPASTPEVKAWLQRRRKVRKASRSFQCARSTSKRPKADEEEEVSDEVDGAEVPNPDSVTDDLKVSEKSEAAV
AHR activator: AHR activators, primary screen, cell-based, luminescence, luciferase reporter, human; AHR-responsive luciferase reporter cells; activation, % at 5 µM; 2.5% of 320,000 active; in the data active means activation above about 47%;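 further: 0% = vehicle wells and 100% = reference agonist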
LAP4 TOR yeast: modulators of LAP4-GFP expression in yeast, primary screen, S. cerevisiae, multiplex flow cytometry, MLPCN library; 0.34% of 320,000 active; GFP response vs DMSO, % at 10 µM; 3 h; median GFP as percent of DMSO wells;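 active means GFP response vs DMSO above a set limit, about the screen mean plus 3 SD, cut at about 150% in these data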
RPL19A TOR yeast: RPL19A-GFP expression modulators in yeast, primary screen, cell-based, S. cerevisiae, multiplex flow cytometry, MLPCN. percent response vs DMSO, % at 10 µM. S. cerevisiae RPL19A-GFP strain, 3 h; active compounds read low. AID 2025, 2009. 0.3% of 330,000 active;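 active means percent response vs DMSO below 50%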;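 further: median channel GFP fluorescence of the barcoded RPL19A-GFP strain; ratio of sample median GFP to plate DMSO average so 100% = DMSO; lower means less RPL19A-GFP as with rapamycin TOR inhibition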
MEP2-GFP yeast: modulators of MEP2-GFP levels in yeast, primary screen, S. cerevisiae, multiplex flow cytometry, MLPCN library. S. cerevisiae MEP2-GFP strain, 3 h; 100% = DMSO control level. GFP response vs DMSO, % at 10 µM. 0.51% of 330,000 active;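 active means GFP response versus DMSO above a set limit, roughly screen mean plus 3 SD, cut at about 180% in these data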;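 further: median GFP fluorescence of the barcode-gated MEP2-GFP cells per well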
CR mimetic SO: reduction of superoxide in aged yeast, primary screen, HTS; S. cerevisiae aged cells, superoxide DHE fluorescence; active compounds read low; superoxide response (% of plate mean), % at 10 µM; 0.18% of 330,000 active; AID 2690, 2010;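 active means superoxide response under a set limit, about three screen SD below normal, cut at about 65% in these data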;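 further: yeast aged for seven days with compound at 30 °C before DHE staining; 100% = average MFI of all compound-treated wells on the plate with controls excluded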
The depositor's hits bear a star; . = no result given; [ ] = remark or other dose. Outcome played no part in choosing rows, and some 3.8% of all compounds hit somewhere here.

Short forms – A = procasp7 counter; B = proCasp3 act; C = GASC-1 inh; D = AHR activator; E = LAP4 TOR yeast; F = RPL19A TOR yeast; G = MEP2-GFP yeast; H = CR mimetic SO
COc1ccc(Cl)cc1NC(=O)CN(C)Cc1ccc(OC)c(OC)c1
  A: 2; B: 1; C: -9; D: 6; E: 103; F: 98; G: 96; H: 93
Cc1cccc2cc(CN(Cc3cccnc3)C(=O)c3ccccc3F)c(Cl)nc12
  A: -9; B: 1; C: 13; D: 3; E: 97; F: 98; G: 91; H: 93
N#Cc1ccc(NC(=O)CSc2cn[nH]n2)cc1
  A: 9; B: 1; C: 9; D: -2; E: 88; F: 102; G: 97; H: 107
O=C(O)c1nn(CC(=O)N2CCN(c3ccccc3)CC2)c(=O)c2ccccc12
  A: -2; B: 0; C: 3; D: 0; E: 108; F: 94; G: 91; H: 92
COc1ccc(S(=O)(=O)N2CCCCCC2)cc1C(=O)N1CCN(c2ccccc2O)CC1
  A: 4; B: 13; C: -3; D: 2; E: 113; F: 102; G: 102; H: 91
O=C(Nc1ccc(N=Nc2ccccc2)cc1)c1ccccc1Cl
  A: -7; B: 6; C: 2; D: -7; E: 102; F: 108; G: 108; H: 90
Cc1cccc(Nc2ccccc2C(=O)OCC(=O)NCc2ccco2)c1C
  A: -13; B: 1; C: -3; D: 1; E: 100; F: 99; G: 105; H: 98
Cc1ccc(N2C(=O)C3ON(c4ccccc4)C(c4ccncc4)C3C2=O)cc1 (centres undefined)
  A: -2; B: -10; C: -9; D: 1; E: 99; F: 99; G: 96; H: 87
Cc1[nH]n(-c2ccccc2)c(=O)c1/C=N/NC(=O)c1ccoc1C
  A: 1; B: 7; C: 4; D: 25; E: 107; F: 100; G: 103; H: 104
C/C=C/COc1nc2c(c(=O)n(C)c(=O)n2C)n1C
  A: -7; B: -1; C: -2; D: 4; E: 100; F: 106; G: 102; H: 96
Cc1ccc(S(=O)(=O)NCCC(=O)N2CCN(S(=O)(=O)c3ccccc3)CC2)cc1C
  A: -1; B: 1; C: -4; D: 0; E: 96; F: 91; G: 89; H: 86
Cc1ccc(-c2cc(C(=O)n3cnc4ccccc43)c3ccccc3n2)cc1C
  A: -3; B: 11; C: -10; D: 42; E: 97; F: 99; G: 96; H: 97
Cc1cc(C)cc(N(CC(=O)Nc2ccccc2-c2ccccc2)S(=O)(=O)c2ccccc2)c1
  A: 0; B: 2; C: -1; D: 1; E: 101; F: 103; G: 99; H: 109
COc1ccc(C(=O)Nc2nnc(C3=COCCO3)o2)cc1OC
  A: -4; B: 8; C: 1; D: 2; E: 93; F: 102; G: 99; H: 101
CCCn1c(SCC(=O)Nc2ccccc2CC)nnc1C(C)C
  A: -1; B: 0; C: -12; D: 1; E: 93; F: 94; G: 96; H: 100
O=C(c1ccc(S(=O)(=O)N2CCCCC2)cc1)N1CCN(c2ccccc2F)CC1
  A: -8; B: 2; C: -29; D: 0; E: 95; F: 107; G: 98; H: 103
O=C(Nc1ccc(Cl)cn1)c1ccc2ccccc2n1
  A: 0; B: -3; C: -3; D: 37; E: 90; F: .; G: 107; H: 95
O=C(OCCOc1cccc(Cl)c1)c1cc(S(=O)(=O)N2CCCCC2)ccc1N1CCOCC1
  A: -3; B: 3; C: -1; D: -3; E: 105; F: 101; G: 100; H: 81
COc1ccc(C2=NCCc3cc(OC)c(OC)cc32)cc1
  A: -2; B: -11; C: 1; D: 2; E: 90; F: 93; G: 95; H: 92
CN(CC(=O)Nc1ccc(F)cc1)C(=O)COC(=O)CNC(=O)c1ccc(Cl)cc1Cl
  A: 8; B: 9; C: 17; D: 0; E: 101; F: 93; G: 99; H: 102
Cn1nc(C(F)(F)F)c(-c2cccc(C(F)(F)F)c2)c1NC(=O)c1ccco1
  A: -4; B: -4; C: 0; D: 3; E: 106; F: 105; G: 99; H: 106
O=C(NCC(c1cccs1)N1CCOCC1)c1cc(S(=O)(=O)N2CCOCC2)ccc1F (centres undefined)
  A: 0; B: -6; C: -2; D: -3; E: 99; F: 102; G: 103; H: 103
O=C(c1ccc(F)cc1)C1CCN(C(=O)NC2CCCCC2)CC1
  A: 7; B: 5; C: 7; D: -6; E: 104; F: 97; G: 100; H: 98
CC(=O)c1c(C)nc(C)nc1NC(=O)Cc1ccccc1
  A: 3; B: 5; C: 3; D: 3; E: 98; F: 101; G: 104; H: 96
Cc1cc(NC(=O)C2C3C(=O)N(c4cccnc4)C(C(=O)NC(C)(C)C)C34C=CC2(C)O4)no1 (centres undefined)
  A: -4; B: -1; C: 2; D: 0; E: 102; F: 104; G: 100; H: 104

Some entries already given, reduced to LAP4 TOR yeast:
SMILES,LAP4 TOR yeast
N#Cc1ccc(NC(=O)CSc2cn[nH]n2)cc1,88
O=C(O)c1nn(CC(=O)N2CCN(c3ccccc3)CC2)c(=O)c2ccccc12,108

(further entries)
Short forms – A = procasp7 counter; B = proCasp3 act; C = GASC-1 inh; D = AHR activator; E = LAP4 TOR yeast; F = RPL19A TOR yeast; G = MEP2-GFP yeast; H = CR mimetic SO
O=C(NCCOC(=O)c1cccs1)c1cccnc1
  A: 4; B: 8; C: -2; D: 9; E: 97; F: 98; G: 98; H: 109
CCS(=O)(=O)N1CCN(C(=O)CCC2CCCC2)CC1
  A: 5; B: 3; C: 10; D: -2; E: 102; F: 101; G: 104; H: 95
CCOC(=O)C1=C(C)N=c2s/c(=C\c3ccc(OCC(=O)O)cc3)c(=O)n2C1c1ccc(OC(C)C)cc1 (centres undefined)
  A: -7; B: -10; C: 13; D: 2; E: 102; F: 102; G: 105; H: 98
O=C(CSc1ccc(F)cc1)NC(=O)NCc1ccccc1
  A: 4; B: 7; C: -31; D: 3; E: 96; F: 102; G: 109; H: 96
CC1CCN(C(=O)COC(=O)c2ccc3ccccc3n2)CC1
  A: 5; B: 1; C: 2; D: 11; E: 101; F: 98; G: 109; H: 98
COc1ccccc1CNC(=O)C1COc2ccccc2O1 (centres undefined)
  A: 2; B: 6; C: 4; D: -1; E: 104; F: 100; G: 103; H: 86
NC(=O)COC(=O)c1ccc(Cl)c(S(=O)(=O)N(Cc2ccccc2)c2ccc(Cl)cc2)c1
  A: -8; B: 9; C: 2; D: 0; E: 100; F: 110; G: 102; H: 86
CCC(C)C(=O)Nc1ccc(S(=O)(=O)N2CCCC2)cc1 (centres undefined)
  A: 6; B: 10; C: -3; D: -2; E: 98; F: 100; G: 101; H: 102
C=CCN(C(=O)c1csnn1)C(C(=O)NCc1ccc(F)cc1)c1sccc1C (centres undefined)
  A: 5; B: 1; C: -6; D: -1; E: 104; F: 100; G: 102; H: 97
O=C(N/C(=C\c1ccc(O)cc1)C(=O)N1CCCCC1)c1ccccc1
  A: -3; B: -2; C: 13; D: -2; E: 102; F: 102; G: 105; H: 102
c1ccc2[nH]c(-c3nc4ccccc4[nH]3)nc2c1
  A: 4; B: 7; C: -3; D: 71*; E: 106; F: 104; G: 103; H: 96
Cc1ccc(C(=O)c2cc3c(cc2N)OCCO3)cc1
  A: 1; B: 8; C: 9; D: 13; E: 115; F: 102; G: 100; H: 89
CCc1sc(NC(C)=O)nc1-c1ccccc1
  A: 0; B: -2; C: 11; D: 12; E: 98; F: 102; G: 109; H: 117
O=C(Nc1ccc2c(c1)OCO2)C1CC(=O)N(c2cccc(Cl)c2)C1 (centres undefined)
  A: 14; B: 2; C: -2; D: 11; E: 88; F: 95; G: 94; H: 88
CC(Cc1c[nH]c2ccccc12)NC(=O)C1CCCNC1=O (centres undefined)
  A: 7; B: -4; C: -1; D: 7; E: 104; F: 105; G: 105; H: 103
O=C(C1CCCCN1S(=O)(=O)c1ccccc1)N1CCN(C(c2ccccc2)c2ccccc2)CC1 (centres undefined)
  A: 13; B: 7; C: 3; D: 2; E: 98; F: 95; G: 104; H: 99
CCCN(C(=O)c1nc2nc(C)cc(C)n2n1)c1c(N)n(Cc2ccccc2)c(=O)[nH]c1=O
  A: -11; B: -9; C: .; D: 0; E: 95; F: 89; G: 95; H: 104
CCOC(=O)N1CCC(NC(=O)CCN2C(=O)COc3ccccc32)CC1
  A: 0; B: -1; C: 1; D: 3; E: 88[may fluoresce violet]; F: 86[may fluoresce violet]; G: 93[may fluoresce violet]; H: 125
COC(=O)Cn1ncc(N2C3CC(CC(C)(C)C3)C2C)c(Cl)c1=O (centres undefined)
  A: 13; B: 0; C: -5; D: 2; E: 108; F: 112; G: 102; H: 103
O=C(NCCCN1CCCC1=O)c1cccc(NS(=O)(=O)c2ccccc2)c1
  A: 7; B: -1; C: -3; D: 1; E: 106; F: 100; G: 95; H: 83
O=C(NCCc1c[nH]c2ccccc12)c1ccc2[nH]c(=O)c(=O)[nH]c2c1
  A: -14; B: -10; C: 0; D: 29; E: 105; F: 102; G: 102; H: 119
COc1ccc(/C=N/NC(=O)Cn2cnc3ccccc3c2=O)cc1
  A: 6; B: 2; C: -6; D: 0; E: 79[may fluoresce violet]; F: 49*[may fluoresce violet]; G: 245*[may fluoresce violet]; H: 98
CCCc1nnc(SCc2ccc(OCC)cc2)n1N
  A: 13; B: -1; C: 1; D: -1; E: 110; F: 99; G: 106; H: 92
COc1ccc2[nH]c(=O)c(C(c3nnnn3CC3CCCO3)N3CCc4ccccc4C3)cc2c1 (centres undefined)
  A: -3; B: -6; C: 0; D: 5; E: 100; F: 99; G: 106; H: 98
CC1CCCCN1S(=O)(=O)c1ccc(C(=O)N2CCOCC2)cc1 (centres undefined)
  A: 5; B: -7; C: -5; D: 0; E: 94; F: 104; G: 102; H: 121
CC(C)C1Cc2c(sc3c2c(=O)n(-c2ccccc2)c2n[nH]c(=S)n32)CO1 (centres undefined)
  A: -7; B: -8; C: 1; D: 3; E: 105; F: 102; G: 102; H: 102
COc1ccc(NC(=O)Cn2nnc(C(=O)NCc3cccs3)c2N)c(OC)c1
  A: 9; B: -2; C: 2; D: 4; E: 95; F: 101; G: 95; H: 91
O=C(CCN1C(=O)C2C3C=CC(C3)C2C1=O)Nc1ccccn1 (centres undefined)
  A: -11; B: -2; C: 10; D: -2; E: 106; F: 105; G: 107; H: 102
CCN(CC(=O)Nc1c(F)cccc1F)C(=O)CCNC(=O)c1ccc([N+](=O)[O-])cc1
  A: 7; B: -1; C: 21; D: 5; E: 110; F: 101; G: 99; H: 112
CCN(CC)S(=O)(=O)c1cccc(-c2csc(C)n2)c1
  A: 6; B: 4; C: 9; D: 5; E: 101; F: 95; G: 106; H: 104
COc1ccc(O)c(C(=O)c2cc(SCC(=O)O)c3nc4sc5c(c4c(=O)n3c2)CCCC5)c1
  A: 5; B: 5; C: 4; D: -1; E: 108; F: 100; G: 103; H: 115
CCC1S/C(=N\S(=O)(=O)c2cccs2)N(C2CCCCC2)C1=O (centres undefined)
  A: -4; B: -9; C: 11; D: -2; E: 110; F: 101; G: 102; H: 78
O=S(=O)(NC1CCCCC1N1CCN(c2ccc(F)cc2)CC1)c1ccccc1 (centres undefined)
  A: -1; B: 5; C: 1; D: 3; E: 100; F: 105; G: 108; H: 106
CNC[C@H](CC1CCCCC1)NC[C@H](CO)NCCc1cccc(C(F)(F)F)c1
  A: 4; B: -2; C: 1; D: 3; E: 118; F: 98; G: 87; H: 95

Screens deposited in PubChem by several laboratories.
